High-throughput results as filed in PubChem BioAssay.
TNAP inh hiacc: human TNAP enzyme inhibitors, primary screen, biochemical, luminescent, high phosphate acceptor level, uHTS | AID 1135, 2008 | purified TNAP, CDP-star luminescence, 1 M DEA | 200,000 tested, 0.03% active | inhibition, % at 20 µM;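 active = over 50% inhibition of tissue-nonspecific alkaline phosphatase at 20 µM in the single-dose screen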;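 note: plate controls were DMSO wells for no effect and EDTA-quenched wells as full inhibition for full effect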
Target sequence (P05186 whole entry, looked up): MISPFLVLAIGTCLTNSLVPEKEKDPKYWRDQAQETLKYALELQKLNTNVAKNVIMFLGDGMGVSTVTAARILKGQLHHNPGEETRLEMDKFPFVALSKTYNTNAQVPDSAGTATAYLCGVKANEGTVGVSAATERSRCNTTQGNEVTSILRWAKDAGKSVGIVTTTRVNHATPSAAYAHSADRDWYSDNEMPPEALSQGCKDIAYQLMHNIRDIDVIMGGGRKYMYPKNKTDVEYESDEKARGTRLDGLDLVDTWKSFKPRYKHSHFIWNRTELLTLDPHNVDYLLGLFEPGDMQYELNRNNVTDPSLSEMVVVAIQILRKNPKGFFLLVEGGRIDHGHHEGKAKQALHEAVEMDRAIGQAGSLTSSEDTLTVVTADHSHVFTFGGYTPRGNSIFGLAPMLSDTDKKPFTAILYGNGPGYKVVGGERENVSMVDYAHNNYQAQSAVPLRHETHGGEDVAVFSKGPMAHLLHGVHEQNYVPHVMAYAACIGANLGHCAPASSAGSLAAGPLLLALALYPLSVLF
TNAP act hiacc: TNAP activators at high phosphate acceptor level, primary screen, biochemical, luminescence, uHTS; purified TNAP, CDP-star luminescence, 1 M DEA, 30 min; active compounds read high; 0 = EDTA background, 1 = DMSO-only activity; Alkaline phosphatase, tissue-nonspecific isozyme (Homo sapiens), P05186; 200,000 tested, under 10 active; activation factor at 20 µM;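 active = activation factor at least 2 at 20 µM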
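Dosing: 20 µM single point. System: human TNAP. Amount: TNAP 1/800 final. Incubation: 30 min, room temperature. Read-out: TNAP activation factor scaled between EDTA and DMSO control wells. Signal: luminescence from CDP-star hydrolysis. Medium: 1 M DEA, pH 9.8, Mg2+, Zn2+. Control set: EDTA negative control, DMSO positive control.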
bIAP inh: bovine intestinal alkaline phosphatase inhibitors, primary screen, selectivity assay for TNAP inhibitor project, biochemical, bovine IAP, CDP-star luminescence; alkaline phosphatase, intestinal [Bos taurus]; purified bovine IAP, 30 min; inhibition, % at 20 µM; 190,000 tested, under 10 active; AID 1019, 2008;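 active = over 50% inhibition of intestinal alkaline phosphatase at 20 µM in the single-dose screen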
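Assay system – bovine IAP enzyme · Quantity – bovine IAP at 1/65,000,000 final dilution · Detection – CDP-star luminescence signal · Times – 30 min reaction at room temperature · Also added – CDP-star substrate at 30 µM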
Efa HMGR inh: inhibitors of E. faecalis class II HMGR, primary screen, biochemical, Enterococcus faecalis. purified E. faecalis HMGR, NADPH absorbance 340 nm kinetic. HMG-CoA reductase (Enterococcus faecalis, mvaE). 190,000 tested, 0.41% active. inhibition, % at 10 µM;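 active = inhibition above a set limit, the median over all tested compounds plus 3 SD, cut at about 9.5% in these data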;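 note: enzyme runs in reverse so mevalonate oxidation gives rising NADPH absorbance; 0% = complete reaction with DMSO and 100% = background rate lacking mevalonate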
bIAP activator: bovine intestinal alkaline phosphatase activators, primary screen, biochemical, bovine IAP, CDP-star luminescence; alkaline phosphatase, intestinal [Bos taurus]; purified bovine IAP, 30 min; active compounds read high; fold of DMSO-control signal, blank-subtracted; activation factor at 20 µM; 200,000 tested, 0.17% active; AID 1016, 2008;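 active = activation factor of 2 or more at 20 µM, a signal rise over negative controls twice the positive control's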
PPARg SRC1 recr: PPARgamma agonists recruiting SRC-1 coactivator, primary screen, biochemical | Peroxisome proliferator-activated receptor gamma (Homo sapiens), P37231 | PPARgamma-SRC-1 coactivator recruitment biochemical assay | activation, % at 8 µM | 200,000 tested, 0.41% active | AID 631, 2007; in the data active = activation above about 19%;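 note: 0% = DMSO and 100% = reference agonist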
Target sequence (P37231 whole entry, looked up): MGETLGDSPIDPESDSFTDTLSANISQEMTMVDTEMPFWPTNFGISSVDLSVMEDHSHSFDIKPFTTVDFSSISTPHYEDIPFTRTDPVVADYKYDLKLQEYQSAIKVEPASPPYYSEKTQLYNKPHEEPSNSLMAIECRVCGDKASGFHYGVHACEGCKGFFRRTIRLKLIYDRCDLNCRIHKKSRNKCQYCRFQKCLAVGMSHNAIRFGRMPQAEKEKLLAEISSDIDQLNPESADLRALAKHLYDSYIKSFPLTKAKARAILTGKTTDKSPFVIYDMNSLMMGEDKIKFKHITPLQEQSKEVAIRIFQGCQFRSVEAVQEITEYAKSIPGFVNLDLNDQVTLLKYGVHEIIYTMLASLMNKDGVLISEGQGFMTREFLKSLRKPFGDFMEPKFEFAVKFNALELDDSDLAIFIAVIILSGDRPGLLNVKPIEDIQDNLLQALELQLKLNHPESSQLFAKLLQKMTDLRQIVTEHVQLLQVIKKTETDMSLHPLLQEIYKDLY
TR-FRET SRC-2 ct: TR-FRET signal artefacts, primary screen, artefact control for PPARgamma SRC-2 agonist project, biochemical | TR-FRET artefact counter-screen; active compounds read high | TR-FRET ratio at 8 µM | 200,000 tested, 0.4% active | AID 1049, 2008; in the data active = TR-FRET ratio above about 2000; note: inactives centre near 1500
TNAP inh no acc: human TNAP enzyme inhibitors, primary screen, biochemical, luminescent, no phosphate acceptor, uHTS. purified TNAP, CDP-star luminescence, 30 min. 200,000 tested, 0.26% active. Alkaline phosphatase, tissue-nonspecific isozyme (Homo sapiens), P05186. inhibition, % at 20 µM;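 active = tissue-nonspecific alkaline phosphatase inhibition above about 50% at 20 µM in the single-dose screen, limit read from the data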;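 note: 0% = DMSO negative control and 100% = EDTA positive control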
PPARg SRC-3 ag: PPARgamma agonists recruiting SRC-3 coactivator, primary screen, biochemical. Peroxisome proliferator-activated receptor gamma (Homo sapiens), P37231. biochemical PPARgamma/SRC-3 coactivator recruitment assay. activation, % at 8 µM. 200,000 tested, 0.26% active. AID 731, 2007; in the data active = activation above about 23%;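 note: 0% = DMSO and 100% = reference agonist; some compounds past the cut are filed as inactive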
PPARg SRC-2 ag: agonists of PPARg-SRC-2 recruitment, primary screen, biochemical, HTS | Peroxisome proliferator-activated receptor gamma (Homo sapiens), P37231 | PPARgamma LBD-SRC-2 recruitment | activation, % at 8 µM | 200,000 tested, 0.34% active | AID 1032, 2008; in the data active = activation above about 22%;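 note: 0% = vehicle and 100% = reference agonist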
Numbers without * were called inactive; . = no result given.

(1) C#CCOCCOCCOCCNc1nc(N2CCN(C(=O)[C@H](CCCCN)n3cc([C@@H](N)C(C)CC)nn3)CC2)nc(N2CCN(C(=O)[C@H](CCCCN)n3cc([C@@H](N)CO)nn3)CC2)n1 (stereo partly drawn)
(2) COc1ccccc1NC(=S)Nc1ccccn1
(3) CCCOc1ccc(CCN2CCC(=O)NC2=O)cc1C
(4) O=C(CSc1nc(-c2ccccc2)c(-c2ccccc2)o1)Nc1nncs1
(5) COc1ccc(-n2c3c(c(=O)[nH]c2=O)C(NC(C)=O)(C(F)(F)F)C(=O)N3)cc1 (stereo not drawn)
(6) CN(C1CCCCC1)S(=O)(=O)c1ccc(NC(=O)c2ccco2)cc1
(7) O=C(CN1CCOc2ccccc21)NCc1ccccc1
(8) O=C(c1cccs1)N1CCN(Cc2ccccn2)CC1
(9) Cc1cccc(-n2c(SCC(N)=O)nc3c(c2=O)C2(CCCCC2)Cc2ccccc2-3)c1
(10) COCCOC(=O)c1[nH]c2c(c1C)C(=O)CC(c1ccc(N(C)C)cc1)C2 (stereo not drawn)

assay / compound	1	2	3	4	5	6	7	8	9	10
TNAP inh hiacc	-7	-5	-4	-4	10	-3	5	-3	-1	-1
TNAP act hiacc	1.1	1	1	1	0.9	1	0.9	1	1	1
bIAP inh	-15	8	-5	0	6	19	14	-6	-2	0
Efa HMGR inh	-7	-8	-2	-5	-2	-3	-9	-2	-3	-5
bIAP activator	1.2	0.9	1.1	1	0.9	0.8	0.9	1.1	1	1
PPARg SRC1 recr	-4	1	13	6	1	4	1	6	0	-4
TR-FRET SRC-2 ct	1412	1555	1573	1674	1602	1471	1627	1719	1587	1350
TNAP inh no acc	-6	1	-10	-4	2	-6	-6	-7	-5	-9
PPARg SRC-3 ag	-3	1	6	10	1	1	0	5	7	-10
PPARg SRC-2 ag	-4	-6	-1	3	3	5	-3	6	5	-6

(11) O=C(N/N=C/c1ccc(O)cc1)c1ccc(NC(=O)c2ccccc2Br)cc1
(12) CN(CC(O)COc1c(F)cc(Br)cc1F)C1CCCCC1 (stereo not drawn)
(13) CC(C)C[C@H](NC(=O)c1nc[nH]c1C(=O)NC1CCN(C(=O)OC(C)(C)C)CC1)C(=O)OC(C)(C)C
(14) O=C(O)CCC(=O)N1CCN(c2nc(-c3ccccc3Cl)c3cc(Br)ccc3n2)CC1
(15) Cc1c(-c2cccs2)[n+](=O)c2c(n1[O-])CCC2
(16) CCCCC(=O)c1c(C)cc(C)[nH]c1=O
(17) CC(C)(C)[C@H]1C=C(C(=O)Nc2ccccc2)O[C@@H](OCc2ccc(CO)cc2)C1
(18) COc1ccc(NC(=S)NCCC(c2ccccc2)c2ccccc2)c(OC)c1
(19) Cc1ccc(C)c(CSc2nc(-c3ccco3)nc3c2c(=O)n(C)c(=O)n3C)c1
(20) Nc1ccc2oc(-c3cc(Br)ccc3Cl)nc2c1

assay / compound	11	12	13	14	15	16	17	18	19	20
TNAP inh hiacc	0	-2	-4	-6	0	-3	-9	1	0	-4
TNAP act hiacc	1	1	1	1.1	1	1	1.1	1	1	1
bIAP inh	-1	-6	-28	1	6	-2	-10	-38	11	9
Efa HMGR inh	1	-5	-1	-8	-5	-1	-1	3	-1	0
bIAP activator	1	1.1	1.3	1	0.9	1	1.1	1.4	0.9	0.9
PPARg SRC1 recr	2	1	10	17	0	9	9	2	-5	-2
TR-FRET SRC-2 ct	1557	1394	1735	1573	1607	1737	1565	1608	1604	1557
TNAP inh no acc	-9	-13	1	-5	-6	-12	-13	-14	-6	-11
PPARg SRC-3 ag	0	0	2	24	-14	-1	-1	7	-3	-2
PPARg SRC-2 ag	-10	-5	8	5	-7	3	1	2	4	-3

(21) COc1cc(Br)c(C(C)NC(=O)c2ccc(C)cc2)cc1OC (stereo not drawn)
(22) O=C(/C=C/c1ccccc1)NCc1cccnc1
(23) FC(F)(F)c1cc(-c2cccs2)nc(-n2cc(Br)cn2)n1
(24) O=C(NCCC1=CCCCC1)C1CCN(S(=O)(=O)c2cccc3nonc23)CC1
(25) CCN(CC)S(=O)(=O)c1ccc(C(=O)Nc2nnc(-c3ccco3)o2)cc1
(26) Cc1ccc(S(=O)(=O)Cn2nnnc2C(c2ccc(F)cc2)N2CCC(C(N)=O)CC2)cc1 (stereo not drawn)
(27) Cc1cc(C)c(S(=O)(=O)c2ccccc2)c(N(C)C)n1
(28) O=C(O)CNC1=NCCC1
(29) CCO[C@@H]1OC(C(=O)O)=C[C@H](c2ccc(C(F)(F)F)cc2)[C@H]1CCCO
(30) Cc1cccc(CN2C(=O)N/C(=C/c3ccc(C)s3)C2=O)c1

assay / compound	21	22	23	24	25	26	27	28	29	30
TNAP inh hiacc	-4	-3	-3	-2	1	-1	-2	-4	-5	-4
TNAP act hiacc	1	1	1	1	1	1	1	1	1.1	1
bIAP inh	0	-3	18	6	5	-11	8	3	-5	23
Efa HMGR inh	1	-6	-6	2	-2	-6	3	.	-12	-11
bIAP activator	1	1	0.8	0.9	0.9	1.1	0.9	1	1	0.8
PPARg SRC1 recr	7	-3	1	8	-1	5	0	.	-11	3
TR-FRET SRC-2 ct	1488	1548	1670	1560	1622	1504	1419	.	1330	1324
TNAP inh no acc	-11	-3	-11	-4	9	-2	-7	-14	-2	-6
PPARg SRC-3 ag	-10	-2	7	5	4	-8	5	.	-2	-5
PPARg SRC-2 ag	-3	1	10	13	1	1	9	.	-4	5

(31) Cc1ccc(/C=C2\SC(=S)N(CCCC(=O)Nc3nccs3)C2=O)cc1
(32) COc1ccc(OC)c(NC(=O)N2CCCC(CNS(=O)(=O)c3cccs3)C2)c1 (stereo not drawn)
(33) CC1=C(C)[N+](=O)C2CCCCC2N1[O-] (stereo not drawn)
(34) CCCOc1c(Cl)cc(C(=O)Nc2ccc3c(c2)OCO3)cc1OCC
(35) C/C(=C\c1ccccc1)C(=O)NCCCn1ccnc1
(36) Cc1cc(NC(=O)c2c(Cl)cccc2Cl)no1
(37) COC(=O)c1c(NC(C)=O)sc(C(=O)Nc2ccccc2C)c1C
(38) COC(=O)CC1=C(C(=O)OC)C(c2cccc(OCC(N)=O)c2)C(C#N)=C(N)O1 (stereo not drawn)
(39) CC(=O)Nc1ccc(OCc2nnc(-c3ccc(Cl)cc3)o2)cc1
(40) COc1ccc(-c2cccc(C(=O)Nc3cccc(C(=O)O)c3)c2)cc1

assay / compound	31	32	33	34	35	36	37	38	39	40
TNAP inh hiacc	10	-4	-5	-10	0	6	1	0	-3	0
TNAP act hiacc	0.9	1	1	1.1	1	0.9	1	1	1	1
bIAP inh	2	-9	8	31	3	-12	4	10	-2	-30
Efa HMGR inh	-9	-2	-2	-3	-2	-3	3	-2	-6	-4
bIAP activator	1	1.1	0.9	0.7	1	1.1	1	0.9	1	1.3
PPARg SRC1 recr	1	-1	3	3	4	-3	-8	2	-9	-6
TR-FRET SRC-2 ct	1588	1544	1516	1543	1367	1453	1432	1282	1766	1273
TNAP inh no acc	-1	-6	-5	-14	2	4	-2	-9	-15	-8
PPARg SRC-3 ag	6	-2	-2	4	-4	-5	-4	-5	0	-2
PPARg SRC-2 ag	1	2	6	8	-8	-5	-2	-4	-15	-9

4 entries already listed, sorted by length of the SMILES, highest first:
(38) COC(=O)CC1=C(C(=O)OC)C(c2cccc(OCC(N)=O)c2)C(C#N)=C(N)O1 (stereo not drawn)
(32) COc1ccc(OC)c(NC(=O)N2CCCC(CNS(=O)(=O)c3cccs3)C2)c1 (stereo not drawn)
(39) CC(=O)Nc1ccc(OCc2nnc(-c3ccc(Cl)cc3)o2)cc1
(35) C/C(=C\c1ccccc1)C(=O)NCCCn1ccnc1

assay / compound	38	32	39	35
TNAP inh hiacc	0	-4	-3	0
TNAP act hiacc	1	1	1	1
bIAP inh	10	-9	-2	3
Efa HMGR inh	-2	-2	-6	-2
bIAP activator	0.9	1.1	1	1
PPARg SRC1 recr	2	-1	-9	4
TR-FRET SRC-2 ct	1282	1544	1766	1367
TNAP inh no acc	-9	-6	-15	2
PPARg SRC-3 ag	-5	-2	0	-4
PPARg SRC-2 ag	-4	2	-15	-8

(list continues)
(41) CC(C)CCN1CC(C(=O)NCCC2=CCCCC2)CC1=O (stereo not drawn)
(42) CCCCNC(=O)NS(=O)(=O)c1cnccc1Sc1ccc(Cl)cc1
(43) Cc1ccc(NC(=O)C2CCC(=O)N2)cc1C (stereo not drawn)
(44) COC(=O)c1sc(NC(=O)c2ccc(C)o2)nc1C
(45) CCn1c2ccccc2c2cc(C3C(C#N)=C(C)NC(C)=C3C#N)ccc21
(46) CC1(C)CC(=O)C2=C(C1)Nc1cc3c(cc1C2c1ccc2c(c1)OCO2)OCO3 (stereo not drawn)
(47) O=C(CSCc1ccc(Cl)cc1)N/N=C/c1ccco1
(48) CCOC(=O)C1(Cc2ccc(Cl)cc2)CCN(C(=O)CCc2cnccn2)CC1
(49) O=C1CCCN1c1ccc(S(=O)(=O)Oc2ccc(Cl)cc2)cc1[N+](=O)[O-]
(50) CCOc1nc(-c2ccccc2)ccc1-c1noc(COC)n1

assay / compound	41	42	43	44	45	46	47	48	49	50
TNAP inh hiacc	0	-1	-2	-6	-6	-6	-6	-10	0	-1
TNAP act hiacc	1	1	1	1.1	1.1	1.1	1.1	1.1	1	1
bIAP inh	7	4	9	13	1	-9	36	-7	11	0
Efa HMGR inh	-1	-4	-2	-3	2	-5	1	-2	-5	-2
bIAP activator	0.9	1	0.9	0.9	1	1.1	0.6	1.1	0.9	1
PPARg SRC1 recr	6	5	-2	1	8	0	-3	-3	6	2
TR-FRET SRC-2 ct	1497	1576	1501	1380	1665	1558	1574	1489	1551	1529
TNAP inh no acc	7	-7	-8	-10	-8	-19	-6	-4	-6	-7
PPARg SRC-3 ag	2	2	-8	-2	-2	3	-3	-1	2	-1
PPARg SRC-2 ag	-7	-5	9	4	-8	-6	-2	-4	13	5

(51) NS(=O)(=O)c1ccc(NC(=O)Nc2cccc(Cl)c2)cc1
(52) Cc1nc(CC(=O)NNS(=O)(=O)c2ccc(F)c(Cl)c2)cs1
(53) Clc1cccc(-c2nn3c(COc4ccccc4)nnc3s2)c1
(54) Cc1sc(NC(=O)C2C3CCC(C3)C2C(=O)O)c(C(N)=O)c1-c1ccc(C(C)(C)C)cc1 (stereo not drawn)

assay / compound	51	52	53	54
TNAP inh hiacc	-2	-7	-5	-1
TNAP act hiacc	1	1.1	1.1	1
bIAP inh	8	7	21	-5
Efa HMGR inh	2	-3	.	-1
bIAP activator	0.9	0.9	0.8	1.1
PPARg SRC1 recr	4	3	.	11
TR-FRET SRC-2 ct	1299	1550	.	1635
TNAP inh no acc	-4	-4	-16	-10
PPARg SRC-3 ag	0	0	.	6
PPARg SRC-2 ag	2	-1	.	3

An unsorted share of the library; about 1.6% have a hit in one of these screens.
